Source: PubChem (several laboratories)
CHRM4 antagonist: CHRM4 antagonism in calcium assay; 360,000 tested, 0.73% active; inhibition, % at 3 µM; CHO-hM4 cells, ACh EC80, Fluo-8 calcium fluorescence; P08173;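 active = inhibition above its plate's cutoff, the mean inhibition of sample wells plus 3 SD, cut at about 27% in these data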;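 also: 0% = acetylcholine EC80 with DMSO and 100% = DMSO without agonist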
CHRM5 antagonist: CHRM5 antagonism in calcium assay. P08912. CHO-hM5 cells, Fluo-8 calcium fluorescence, ACh EC80. inhibition, % at 3 µM. 360,000 tested, 0.59% active. AID 624040;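 active = inhibition above a per-plate cutoff, the mean of that plate's test compounds plus 3 SD, cut at about 27% in these data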;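 also: 0% = acetylcholine EC80 with DMSO and 100% = DMSO without agonist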
Target sequence (P08912 whole entry, looked up): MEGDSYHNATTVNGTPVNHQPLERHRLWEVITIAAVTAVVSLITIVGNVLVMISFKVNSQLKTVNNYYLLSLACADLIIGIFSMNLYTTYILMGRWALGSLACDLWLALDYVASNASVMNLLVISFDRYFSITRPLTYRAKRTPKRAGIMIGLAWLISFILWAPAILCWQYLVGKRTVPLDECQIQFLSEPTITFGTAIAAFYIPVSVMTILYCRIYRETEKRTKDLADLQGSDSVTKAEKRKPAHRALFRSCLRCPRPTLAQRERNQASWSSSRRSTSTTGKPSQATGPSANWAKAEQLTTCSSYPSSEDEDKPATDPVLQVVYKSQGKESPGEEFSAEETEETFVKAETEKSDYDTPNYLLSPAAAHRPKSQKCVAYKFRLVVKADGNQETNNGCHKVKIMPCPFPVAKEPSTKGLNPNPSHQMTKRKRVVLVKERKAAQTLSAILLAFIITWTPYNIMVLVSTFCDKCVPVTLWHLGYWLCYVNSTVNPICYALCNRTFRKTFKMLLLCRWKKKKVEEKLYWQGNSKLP
CHRM4 agonist: CHRM4 agonism in calcium assay. P08173. CHO-K1 hM4/Gqi5, Fluo-8 calcium fluorescence; vehicle 0%, full acetylcholine response 100%. activation, % at 3 µM. 360,000 tested, 0.14% active. AID 624127;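 active = activation above the run mean over all test wells plus 3 SD, cut at about 32% in these data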;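 also: peak over basal fluorescence ratio per well then scaled between controls; 0% = DMSO wells and 100% = acetylcholine at EC100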
CRFR2-BP ag: CRF-BP/CRF-R2 complex agonism | HEK293 CRF-R2/CRF-BP, calcium dye fluorescence (FLIPR); percent of saturating CRF peptide response | activation, % at 13.2 µM | 350,000 tested, 0.46% active | AID 588473;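 active = activation of at least 50%, plus an integration ratio under a set limit after plate pattern correction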;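 also: plate controls were neutral control wells without compound for no effect and CRF at EC100 for full effect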
M5 PAM: positive allosteric modulators of human muscarinic M5 receptor; P08912; CHO-K1 hM5, Fluo-8 calcium, ACh EC20 PAM; 0% = ACh EC20, 100% = ACh EC100; activation, % at 3 µM; 360,000 tested, 0.3% active; AID 624038;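 active = activation above the run cutoff, the mean activation of all test compounds plus 3 SD, cut at about 18% in these data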
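System: CHO-K1 cell line with stable human muscarinic M5 receptor expression | Also added: EC20 acetylcholine as agonist stimulus | Compound: One concentration, 3 µM final (nominal) | Timing: Fluo-8 loading 80 min at 37 °C plus 30 min room temperature | Measured by: Fluo-8 calcium dye fluorescence, kinetic read | Read-out basis: % activation, ACh-normalized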
M5 ag: agonists of human muscarinic M5 receptor (CHRM5) | P08912 | CHO-K1 hM5 cells, Fluo-8 calcium fluorescence; 0% DMSO wells, 100% maximal acetylcholine response | activation, % at 3 µM | 360,000 tested, 0.19% active;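 active = activation above the run's mean over test compounds plus 3 SD, cut at about 23% in these data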;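 also: signal is peak over basal fluorescence ratio across the kinetic read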
M1 PAM: positive allosteric modulators of human M1 muscarinic receptor; activation, % at 3 µM; 360,000 tested, 0.088% active; P11229; CHO-K1 hM1, Fluo-8 calcium fluorescence, ACh EC20; 0% = ACh EC20, 100% = maximal ACh; in the data active = activation above about 19%, passing the limit was not always enough
Target sequence (P11229 whole entry, looked up): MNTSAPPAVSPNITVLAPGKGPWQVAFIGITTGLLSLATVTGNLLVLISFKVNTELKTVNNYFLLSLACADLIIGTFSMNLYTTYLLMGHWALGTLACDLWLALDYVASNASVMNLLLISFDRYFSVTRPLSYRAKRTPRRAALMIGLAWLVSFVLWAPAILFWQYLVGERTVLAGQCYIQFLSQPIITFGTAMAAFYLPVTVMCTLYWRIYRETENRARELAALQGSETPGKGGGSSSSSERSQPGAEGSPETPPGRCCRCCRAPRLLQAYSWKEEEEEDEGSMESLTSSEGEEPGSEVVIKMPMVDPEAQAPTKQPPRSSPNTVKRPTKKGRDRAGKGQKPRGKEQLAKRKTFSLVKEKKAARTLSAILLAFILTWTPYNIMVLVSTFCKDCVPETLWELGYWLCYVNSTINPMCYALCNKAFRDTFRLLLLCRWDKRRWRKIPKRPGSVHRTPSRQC
CRFBP-R2 block: blocks CRF-induced signaling of the CRF-BP/CRF-R2 complex. 350,000 tested, 0.59% active. HEK293 CRF-R2/CRF-BP, CRF-induced calcium fluorescence. inhibition, % at 11.8 µM. AID 588475;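 active = inhibition of the ligand-induced calcium signal above about 50% at the single tested concentration, limit read from the data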
CHRM4 PAM: potentiates acetylcholine response at human M4 receptor. P08173. CHO-K1 hM4/Gqi5, Fluo-8 calcium fluorescence, ACh EC20; 0% = ACh EC20, 100% = maximal ACh. 360,000 tested, 0.4% active. AID 624126. activation, % at 3 µM;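 active = activation above its plate's cutoff, the mean activation of sample wells plus 3 SD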; also: some results filed as inactive read as strong as hits
Numbers without * were called inactive; x = no result given.

SMILES	CHRM4 antagonist	CHRM5 antagonist	CHRM4 agonist	CRFR2-BP ag	M5 PAM	M5 ag	M1 PAM	CRFBP-R2 block	CHRM4 PAM
O=C(O)CCc1nn2c3ccccc3nc2n(Cc2ccccc2)c1=O	1	14	1	-1.3	-6	-3	8	-14	7
CC(=O)Nc1cccc(C(=O)/C=C/c2ccc(Br)cc2)c1	8	7	11	0.7	-2	2	14	-17	-8
C/C(=N/NC(=O)CSc1nc2ccccc2n1C)c1ccncc1	-11	5	3	-0.3	-3	-1	5	-1	7
O=C1CSC(c2ccccn2)N1c1ccc(F)cc1F (stereo not drawn)	-8	-3	2	-2.2	4	0	7	-1	-3
CN(CC(=O)Nc1ccccc1Br)C(=O)c1ccccc1-c1nc2ccccc2s1	-4	3	10	0.3	-2	-1	7	-25	-5
Cc1ccc(Nc2nnc(SCC(=O)NCC3CCCO3)s2)cc1C (stereo not drawn)	4	1	3	-0.2	2	4	5	5	3
COCC(=O)NNS(=O)(=O)c1ccccc1[N+](=O)[O-]	0	14	1	4.5	20*	0	1	4	4
COc1ccc(C(CNC(=O)c2c(C)nn(Cc3ccc(C)cc3)c2Cl)N2CCOCC2)cc1 (stereo not drawn)	1	4	12	0.1	-11	-1	-1	3	-2
Cc1noc(C)c1S(=O)(=O)N(CCc1ccccc1)Cc1ccccc1	-5	-5	-1	1.0	-3	-8	-5	-12	-7
O=C1C2CC=CCC2C(=O)N1Cc1nnc(-c2ccccc2Br)o1 (stereo not drawn)	1	0	1	-2.0	0	3	6	3	5

Part of the list above, with two lines to a compound:
Results follow in this order: CHRM4 antagonist	CHRM5 antagonist	CHRM4 agonist	CRFR2-BP ag	M5 PAM	M5 ag	M1 PAM	CRFBP-R2 block	CHRM4 PAM
CC(=O)Nc1cccc(C(=O)/C=C/c2ccc(Br)cc2)c1
 : 8	7	11	0.7	-2	2	14	-17	-8
C/C(=N/NC(=O)CSc1nc2ccccc2n1C)c1ccncc1
 : -11	5	3	-0.3	-3	-1	5	-1	7

Next records:
SMILES	CHRM4 antagonist	CHRM5 antagonist	CHRM4 agonist	CRFR2-BP ag	M5 PAM	M5 ag	M1 PAM	CRFBP-R2 block	CHRM4 PAM
CC(=O)c1cccc(OCc2cc(C(=O)N(C)CCc3ccccn3)no2)c1	-2	5	6	0.1	5	-3	5	2	7
Cc1c(C)[n+](=O)c(-c2ccc(Br)cc2)c(C)n1[O-]	-1	-6	1	1.3	2	3	6	4	19
CC(Sc1nc2c(c(=O)[nH]1)CCCC2)C(=O)Nc1ccc(S(N)(=O)=O)cc1 (stereo not drawn)	-4	10	0	-1.2	5	-4	3	6	-5
O=C(C[n+]1ccc(C(=O)N/N=C/c2ccc(Cl)cc2Cl)cc1)c1ccccc1	-2	7	2	-1.0	-4	-1	-2	-3	1
CCOc1ccc(NC2=NCC(=O)N2Cc2cccs2)cc1	5	1	-1	-1.0	5	-2	8	-12	6
COc1ccccc1NC(=O)C1=C(C)Nc2nc(-c3cccs3)nn2C1c1cccnc1 (stereo not drawn)	-8	5	10	-2.6	-8	3	-3	4	-3
Cc1cc2c(n1-c1ccc(Br)cc1)CC(C)(C)CC2=O	-5	-8	-3	-0.4	2	-1	6	15	10
CCN1C2=C(C(=O)CCC2)C(c2ccc(O)c(Br)c2)C2=C1CCCC2=O	13	-8	1	-1.1	11	-3	11	21	12
CC(C)(C)NC(=S)NCc1ccncc1	-3	-1	1	-0.1	-2	-2	12	6	3
COc1cc(C(=O)NC2(C(F)(F)F)NC(=O)N(CCCc3ccccc3)C2=O)cc(OC)c1OC (stereo not drawn)	9	1	10	-0.3	-11	1	0	-12	-13

Continued, overlapping the part above by four compounds.
SMILES	CHRM4 antagonist	CHRM5 antagonist	CHRM4 agonist	CRFR2-BP ag	M5 PAM	M5 ag	M1 PAM	CRFBP-R2 block	CHRM4 PAM
Cc1cc2c(n1-c1ccc(Br)cc1)CC(C)(C)CC2=O	-5	-8	-3	-0.4	2	-1	6	15	10
CCN1C2=C(C(=O)CCC2)C(c2ccc(O)c(Br)c2)C2=C1CCCC2=O	13	-8	1	-1.1	11	-3	11	21	12
CC(C)(C)NC(=S)NCc1ccncc1	-3	-1	1	-0.1	-2	-2	12	6	3
COc1cc(C(=O)NC2(C(F)(F)F)NC(=O)N(CCCc3ccccc3)C2=O)cc(OC)c1OC (stereo not drawn)	9	1	10	-0.3	-11	1	0	-12	-13
COc1ccc(C(=O)c2oc3nc(C)cc(C)c3c2N)cc1	0	-6	0	0.3	-7	-6	1	-31	-2
CC(=O)N1CCN(S(=O)(=O)c2cccc(C(=O)OCc3ccc(C(C)(C)C)cc3)c2)CC1	0	6	16	3.3	-9	15	-5	-28	-1
CCOC(=O)/C(C#N)=C\c1ccc(OC)c(OC)c1	5	10	0	0.1	6	-3	4	15	-2
O=C(CSc1nnc2ccccn12)NCCc1ccc(Cl)cc1	-2	7	2	-2.1	1	2	6	-6	4
Nc1cc(=O)[nH]c(=O)n1Cc1ccco1	0	10	1	0.8	-2	-7	9	14	5
OC(c1ccc(F)c(F)c1)c1nc(-c2cncnc2)cs1 (stereo not drawn)	-3	12	2	x	-4	0	6	x	4
CCOC(=O)c1c(NC(=O)COC(=O)CCOc2ccc(OCC)cc2)sc(C(=O)N(C)C)c1C	3	1	2	-0.3	6	-3	9	13	-1
COc1ccc(F)cc1C(=O)C1CCCN(C(=O)CCc2ccccn2)C1 (stereo not drawn)	1	6	1	-1.6	0	-6	-3	-6	-2
COc1ccc2[nH]cc(CCNC(=O)CS(=O)(=O)Cc3ccccc3)c2c1	10	17	3	-0.4	-6	-1	0	-2	-1
CC(=O)c1cccc(NC(=O)CNC(=O)Cc2ccccc2)c1	-3	15	1	-0.5	-4	-2	11	-9	1
COc1ccc(NC(=O)CN(Cc2ccco2)Cc2ccco2)cc1S(=O)(=O)N1CCCCC1	7	6	12	-0.6	-10	6	-9	11	-8
CN(C)CCN1CC(C(=O)O)CC1=O (stereo not drawn)	6	-2	1	0.0	3	-1	8	2	-3
Cc1ccc(CNC(=O)Nc2ccc(C)cc2)cc1	1	-4	0	-3.0	-6	-3	0	21	-4
O=C(O)CCC(=O)Nc1ccc(OCC(=O)O)cc1	10	-2	0	-0.6	10	2	12	-2	6
CSc1ccc(C(=O)C2CCCN(C(=O)CN3CCOC3=O)C2)cc1 (stereo not drawn)	2	4	2	0.3	-2	-2	4	8	5
Cc1ccccc1Nc1c(-c2ccc(N3CCOCC3)cc2)nc2cnccn12	0	1	0	-1.5	4	1	6	2	7
NS(=O)(=O)c1ccc(CCNC2CC(=O)N(CCc3ccccc3)C2=O)cc1 (stereo not drawn)	-7	0	2	-0.5	0	0	2	3	10
COc1ccccc1-c1noc(-c2ccco2)n1	2	4	1	-2.0	3	-4	-8	17	-4
CCOc1ccccc1OCC(=O)OCC(=O)Nc1ncc(Cl)cc1Cl	3	-5	0	7.6	8	-2	3	9	5
Cc1ccc(NC(=O)CN(C)C(=O)COc2ccc(Br)cc2)cc1	5	3	0	0.4	-3	-2	0	1	-5
O=C(COC(=O)CCc1ccccc1)NCc1ccc2c(c1)OCO2	4	-4	1	-6.9	11	-3	7	12	4
Cc1cc(O)c(C(=O)/C=C/c2ccccc2O)c(=O)o1	4	2	1	-0.3	-2	-4	9	-4	-1
O=C(c1ccc(Cl)c([N+](=O)[O-])c1)N1CCN(S(=O)(=O)c2ccc(Cl)cc2)CC1	5	8	0	-0.2	2	-3	1	8	0
O=C(O)c1ccc(-c2nc(-c3ccccc3)cs2)cc1	-6	-5	1	-0.2	0	-4	8	14	0
COc1cc(-n2c(C)nc3ncn(-c4ccccc4)c3c2=O)cc(OC)c1OC	9	-2	0	2.5	0	-1	-3	-7	-2
O=[N+]([O-])c1cc(/C=N\O)ccc1Oc1ccc(F)cc1	0	-2	0	-0.6	-8	-9	1	79*	-10
CCn1cc(C(=O)N2CCN(c3ccccc3F)CC2)c(=O)c2ccc(C)nc21	9	-3	0	-2.6	-4	-2	-9	-2	-8
CC1CCCCC12NC(=O)N(CC(=O)NCc1ccco1)C2=O (stereo not drawn)	-4	-13	1	-1.5	3	4	3	-1	2
CCc1ccc(-n2c(=O)c3ccccc3n(CC(=O)C(C)(C)C)c2=O)cc1	7	10	0	0.8	-3	0	6	8	4
O=C(NC1CC1)c1cc2c(s1)-c1ccccc1OC2	-10	2	2	0.0	-2	0	6	8	0
CCC(C)NS(=O)(=O)c1ccc(S(=O)(=O)N2CCCC3(CCCCC3)C2)cc1 (stereo not drawn)	7	4	0	0.1	-4	-1	-22	-34	-12
Cc1ccc(C2CC(c3cccc(Br)c3)Nc3nnnn32)cc1 (stereo not drawn)	0	0	1	4.0	0	-2	2	-72	-7
COc1ccc(Cl)cc1N(C(C)=O)c1nc(C)cc(C)c1C#N	8	-7	1	-2.7	13	1	8	7	0
O=C1CCN(C(=O)Cc2ccccc2)c2ccccc21	4	-1	0	-2.0	0	0	4	24	-4
COc1ccc(OC)c(NC(=O)C2(C)CCN2Cc2cccc(OC)c2F)c1 (stereo not drawn)	-2	-7	5	x	-4	-3	-6	x	-4
COc1ccccc1NC(=O)CSc1ccc(-c2ccccn2)nn1	3	2	5	0.1	-1	-2	-1	13	-1
CCOC(=O)c1c(-c2ccccc2Cl)cn2ccccc12	8	0	-3	-2.2	-5	-6	-9	31	-10
CCNc1nc(OCC)nc(N2CCC(Cc3ccccc3)CC2)n1	14	1	-1	-1.9	1	0	-1	16	-1
COc1cc2c(cc1NC(=O)CSc1cccc[n+]1[O-])oc1ccccc12	5	5	2	-1.0	-5	-2	13	9	0
CC(=O)Nc1c(O)nc(SCC(=O)Nc2nnc(SCc3ccccc3)s2)[nH]c1=O	2	7	1	0.1	0	-2	6	0	1
